Screens deposited in PubChem by National Center for Advancing Translational Sciences (NCATS).
JMJD2A Tudor inh – inhibitors of human JMJD2A Tudor domain. AlphaScreen JMJD2A-Tudor / H3K4me3 peptide binding. actives 4.4% (n = 390,000). Potency, µM (highest dose often 114 µM), for the others: top-dose activity change, negative = inhibition, actives largely listed as inhibitors. AID 504339; further: on the % scale 0 is the no-effect control and ±100 the full control effect; nearly all actives have a fitted effect of over 50% in size
Pin1 inhibitor – blocks the human prolyl isomerase Pin1. AID 504891. Potency, µM (series often up to 115 µM), for the others: at the top dose activity, negative = inhibition, usual class: inhibitors. Pin1 FP peptide displacement, HiFluor488, 10 min. actives 0.009% (n = 390,000); active means well fitted inhibition curve with a large enough effect in the polarisation, with a control signal flat, not every such curve was filed as active; inconclusive means small, poorly fitted or top-dose-only effect, or effect the other way, or a change in a side signal; inactive means no such curve, though single readings can be large or run the other way; the % refers to the polarisation; further: on the % scale 0 is the no-effect control and ±100 the full control effect
Target sequence (Q13526 whole entry, looked up): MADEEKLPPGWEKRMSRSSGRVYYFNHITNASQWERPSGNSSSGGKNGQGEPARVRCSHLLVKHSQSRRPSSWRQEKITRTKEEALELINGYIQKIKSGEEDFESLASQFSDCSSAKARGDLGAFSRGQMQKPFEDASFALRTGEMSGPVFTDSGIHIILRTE
PGK inhibitor – T. brucei PGK inhibition | P07378 | PGK/GAPDH coupled, Kinase-Glo luminescence, 60 min | Potency, µM (top dose mostly 57.5 µM), inactives show at the highest dose activity change, negative = inhibition, usual class: inhibitors | actives 0.043% (n = 380,000) | AID 602233; further: on the % scale 0 is the no-effect control and ±100 the full control effect; nearly all actives have a fitted effect of over 60% in size
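Recombinant glycosomal PGK reaction used 1,3-bisphosphoglycerate generated in-well by GAPDH (100nM final) in 100mM TEA pH 7.6, 5mM MgCl2, 0.01% Tween-20. After 60 minutes at room temperature, ATP was read by Kinase-Glo Plus luminescence end-point.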
TrxR1 inh – blocks rat thioredoxin reductase 1; O89049; actives 1% (n = 390,000); recombinant rTrxR1, NADPH fluorescence consumption, selenite substrate; Potency, µM (doses to about 114 µM), without a hit: at the highest dose activity change, negative = inhibition, hits mostly inhibitors; further: on the % scale 0 is the no-effect control and ±100 the full control effect; nearly all actives have a fitted effect of over 65% in size
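Rat TrxR1 (90 nM in the dispensed reagent) was pre-reduced with 400 uM NADPH for 5 min at room temperature, then incubated with compound for 15 min. After 400 uM selenite was added, NADPH fluorescence (Ex 340/Em 450 nm) was followed for 8 min.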
GLS inhibitor – inhibitors of human glutaminase (GLS); actives 0.21% (n = 410,000); Potency, µM (series often up to 45.5 µM), inactives show at the top dose activity change, negative = inhibition, actives largely listed as inhibitors; O94925; GLS enzymatic activity, qHTS titration; further: on the % scale 0 is the no-effect control and ±100 the full control effect
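Compounds were pin-transferred onto hKGA, after which L-glutamine (1 mM solution) and a detection mix of glutamate oxidase, HRP and Amplex Red were added. Initial and 30 min RT fluorescence reads were collected.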
HP1b chromo inh – inhibitors of HP1-beta chromodomain binding to methylated histone tails. P83916. AlphaScreen HP1-beta / biotin-H3K9me3 peptide binding. Potency, µM (titrated, usually from 114 µM), inactives show at the highest dose activity change, negative = inhibition, most hits filed as inhibitors. actives 0.56% (n = 390,000); further: nearly all actives have a fitted effect of over 70% in size; inactives centre near 23
Target sequence (P83916 whole entry, looked up): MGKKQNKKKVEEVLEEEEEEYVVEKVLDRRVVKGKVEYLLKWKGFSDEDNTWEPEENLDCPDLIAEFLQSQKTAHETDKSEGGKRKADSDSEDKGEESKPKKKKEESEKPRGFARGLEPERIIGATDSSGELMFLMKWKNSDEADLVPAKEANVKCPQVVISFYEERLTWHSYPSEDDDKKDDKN
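Compound inhibition of the preformed complex between 50 nM HP1-beta and 50 nM biotinylated H3K9me3 peptide was read by AlphaScreen. Buffer was PBS pH 7.4 with 0.01% Tween-20. Incubations ran 30 min at room temperature, with 10 ug/mL donor/acceptor beads.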
ALOX12 inh – inhibitors of human 12S-lipoxygenase ALOX12; AID 1671190; actives 1.1% (n = 580,000); P18054; Potency, µM (highest dose often 108 µM), inactives show at the top dose activity change, negative = inhibition, most hits filed as inhibitors; purified 12hLO, xylenol orange hydroperoxide absorbance; further: on the % scale 0 is the no-effect control and ±100 the full control effect
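Purified human 12hLO at 150 nM in 25 mM Hepes, 0.01% Triton X-100, pH 7.0, preincubated 15 min at room temperature with compound. Reaction started with 40 uM arachidonic acid, 30 min at room temperature. Hydroperoxide measured by Fe-xylenol orange, 573/405 nm absorbance ratio.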
RGS4 inhibitor – inhibitors of human regulator of G protein signaling 4 | P49798 | Transcreener GDP fluorescence polarization, RGS4-accelerated GTP hydrolysis | Potency, µM (titrated, usually from 114 µM), for inactives: top-dose activity change, negative = inhibition, most hits filed as inhibitors | actives 0.039% (n = 390,000) | AID 504845; further: on the % scale 0 is the no-effect control and ±100 the full control effect; nearly all actives have a fitted effect of over 75% in size; some results filed as inactive show a strong effect at the top dose
Target sequence (P49798 whole entry, looked up): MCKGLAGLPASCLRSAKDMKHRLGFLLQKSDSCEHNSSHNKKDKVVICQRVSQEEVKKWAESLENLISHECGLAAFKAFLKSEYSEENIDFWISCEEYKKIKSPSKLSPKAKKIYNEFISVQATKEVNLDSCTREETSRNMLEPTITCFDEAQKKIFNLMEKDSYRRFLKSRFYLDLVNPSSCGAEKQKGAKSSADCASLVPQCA
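MLSMR compounds (23 nl, pin-transferred) preincubated 10 min at room temperature with a 500nM (2x) first reagent, then RGS4 at 900nM (2x) plus Transcreener GDP mix added; fluorescence polarization (620/688 nm) read before and after 90 min at 30 °C.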
ERG-DNA inh – ERG Ets/DNA interaction inhibition | AID 624246 | P11308 | Potency, µM (doses to about 76.9 µM), inactives show at the highest dose FP activity, negative = inhibition, usual class: inhibitors | actives 0.028% (n = 370,000) | fluorescence polarization, His-ERG Ets domain / labelled DNA; active means well fitted inhibition curve with a large enough effect in the polarisation, with a control signal flat; inconclusive means small, poorly fitted or top-dose-only effect, or effect the other way, or a change in a side signal; inactive means no such curve, though single readings can be large or run the other way; the % refers to the polarisation;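 further: polarization taken with two DNA probes labelled with fluorescein and Texas red; % of control where 0% means no effect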
Target sequence (P11308 whole entry, looked up, the tested form may be a part): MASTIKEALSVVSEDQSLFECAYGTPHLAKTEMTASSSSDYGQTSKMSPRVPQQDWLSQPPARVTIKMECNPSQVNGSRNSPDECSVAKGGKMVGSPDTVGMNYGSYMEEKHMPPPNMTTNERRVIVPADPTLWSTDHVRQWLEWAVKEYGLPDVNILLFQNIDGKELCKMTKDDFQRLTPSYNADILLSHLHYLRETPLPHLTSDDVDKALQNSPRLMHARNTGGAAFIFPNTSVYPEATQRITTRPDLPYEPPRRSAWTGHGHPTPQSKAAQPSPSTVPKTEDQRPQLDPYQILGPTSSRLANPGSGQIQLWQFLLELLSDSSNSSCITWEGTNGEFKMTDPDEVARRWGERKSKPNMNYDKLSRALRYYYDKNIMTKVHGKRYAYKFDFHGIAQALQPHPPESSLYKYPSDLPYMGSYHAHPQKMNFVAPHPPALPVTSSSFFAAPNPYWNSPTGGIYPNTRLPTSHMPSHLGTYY
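His-tagged ERG Ets domain (1 uM in the protein solution; 300mM KCl, 50mM Tris-HCl, 1mM EDTA, 1mM DTT, pH 7.5) received compound, then a probe mix of 5 nM fluorescein-DNA and 100nM Texas-615-DNA. Fluorescence polarization was read for both dyes.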
* hit, by the source's call; i = inactive; u = inconclusive; x = not tested or not shown; [ ] = remark or other dose. Unless noted, the call rests on the fitted dose curve; in most records, active means well fitted curve in the direction sought with a large enough effect; inconclusive means small, poorly fitted or top-dose-only effect, or another doubt; inactive means no such curve, though single readings can be large; an effect the other way counts as inactive or inconclusive. Potency means the concentration at half of the fitted maximal effect. An excerpt (hit frequency here may not be typical).

SMILES	JMJD2A Tudor inh	Pin1 inhibitor	PGK inhibitor	TrxR1 inh	GLS inhibitor	HP1b chromo inh	ALOX12 inh	RGS4 inhibitor	ERG-DNA inh
CC1(C)SC2c3ccccc3C(=O)N2[C@@H]1C(=O)O (stereo partly specified)	-10%	-6%	-10%	23%	-15%	32%	-11%	-7%	10%
CCn1c(=S)sc2c(=O)n(CC(=O)Nc3cc(OC)ccc3OC)c(C)nc21	-4%	1%	-7%	10%	1%	30%	-7%	6%	2%
COC(=O)CCC(=O)N1CCC(CCC(=O)NCc2ccc(F)cc2)CC1	1%	1%	7%	27%	-2%	26%	0%	1%	8%
CS(=O)(=O)Cc1ccc(C(=O)N2CCCC2c2cccs2)cc1 (stereo unspecified)	-16%	2%	-1%	18%	-3%	19%	-9%	-6%	6%
CCOC(=O)c1cccc(NC(=O)C2CCCO2)c1 (stereo unspecified)	-9%	2%	-5%	17%[57.1 µM]	3%	42%[activator]	380%[activator]	-4%	-2%
O=S(=O)(c1ccccc1)N(Cc1cccc(F)c1)c1ccccc1	73%[activator]	8%	-3%	27%	-8%	130%[activator]	12%	-22%	1%
COc1ccc(-c2noc(CNS(=O)(=O)c3ccc(NC(C)=O)cc3)n2)cc1	-9%	4%	-2%	16%[57.1 µM]	4%	63%[activator]	4%	-15%[56.9 µM]	-3%
CSc1nc(Cl)c(Cc2ccc(OCC(C)C)cc2)c(N2CCOCC2)n1	27%	0%	-7%	8%	-1%	53%[activator]	-1%	19%	-6%
Oc1ccc(Cl)cc1C=Nc1ccc2c3c(cccc13)CC2	17%	23%	-2%	17%[57.1 µM]	u	53%[activator]	-9%	-34%	-4%
CC(=O)Oc1ccc(-c2cccc(C(=O)OCC(=O)Nc3ccccc3Oc3ccccc3)c2)cc1	5%	2%	-8%	29%[57.1 µM]	-8%	16%	25%	16%	2%
CC1CCCCN1C(=O)Nc1cccc(Cl)c1 (stereo unspecified)	5%	4%	3%	10%	17%	7%	-1%	14%	-3%
CN1N=C(c2ccc(Cl)cc2)CC(c2ccc(Cl)cc2)C1=O (stereo unspecified)	43%[activator]	u	i	19%	11%	62%[activator]	-18%	2%	3%
CCCNC(=O)c1ccc2c(c1)ncn2-c1ccc(C)cc1C	-21%	-1%	-4%	11%[57.1 µM]	-1%	16%	-18%	16%	0%
N#CC1=C(N)Oc2n[nH]c(-c3ccncc3)c2C1c1ccsc1 (stereo unspecified)	-25%	-8%	-2%	-13%	43%[activator]	6%	-21%	1%	7%
O=C1C=C(c2ccc(O)cc2)C[C@@H](c2ccc3c(c2)OCO3)C1	u	u	1%	6%	15%	1%	u	20%	1%
NC(=O)c1ccc(NC(=O)C2CCCC2)cc1	-5%	-2%	-10%	-3%	30%[activator]	17%	-2%	5%	3%
NNC(=O)c1cc2ccccc2cc1NS(=O)(=O)c1ccccc1	-9%	3%	3%	6%[57.1 µM]	u	48%[activator]	1%	-5%	-2%
O=C(NNc1c2ccccc2nc2ccccc12)c1ccccc1Cl	-3%	1%	-1%	5%	5%	28%	-32%	-18%	-5%
Cc1nn(-c2ccccc2)c(Cl)c1/C=C1\SC(=S)N(C)C1=O	u	-18%	4%	4%	5%	u	-22%	1%	8%
CC(=O)N1CCN(C(=O)Nc2cccc(C(F)(F)F)c2)CC1	-14%	-3%	i	30%[57.1 µM]	9%	-2%	0%	u	11%
COc1ccc(C(=O)c2cnc[nH]2)cc1OC	-8%	3%	-2%	9%	3%	16%	39%[activator]	41%	-6%
O=[N+]([O-])c1ccc(NC(=S)N2CCc3ccccc32)cc1	u	2%	-5%	1%	-2%	-16%	-21%	1%	-3%
CCN(CC(=O)N1CCOCC1)S(=O)(=O)c1cc(Cl)ccc1Cl	-15%	-6%	-4%	-7%	2%	10%	5%	-7%	8%
CCC(=O)Nc1ccc(N2CCN(S(C)(=O)=O)CC2)cc1	-5%	3%	i	5%	8%	28%	-2%	-43%	-1%
CCN(CC)c1cc2c(cc1F)c(=O)c(S(=O)(=O)c1ccccc1)cn2Cc1ccccc1	-22%	11%	-3%	8%	1%	20%	3%	-17%	3%
O=C(CSc1nn(-c2ccccc2)c(=S)s1)NC1CCS(=O)(=O)C1 (stereo unspecified)	-15%	2%	4%	2%	10%	19%	-20%	-2%	-4%
CCOc1ccc(C(=O)C(C)OC(=O)C2CCN(c3ccc(C(F)(F)F)cn3)CC2)cc1 (stereo unspecified)	26%	6%	-8%	0%	1%	68%[activator]	-7%	-53%	-7%
Cc1noc(C)c1COC(=O)Cc1ccc(Cl)c(Cl)c1	86%[activator]	-3%	6%	9%[11.4 µM]	-15%	126%[activator]	-15%	-32%	-2%
Cc1ccc(-n2nnc(-c3nccn3C)n2)cc1	-8%	1%	u	2%	-3%	35%	-21%	-3%	2%
O=C(CSc1ccc(-c2ccc(F)cc2)nn1)NCc1ccco1	-8%[57.1 µM]	5%	-6%	-5%	-3%	49%[activator]	0%	-30%[56.9 µM]	-4%
COc1cnn(-c2ccccc2)c(=O)c1SCc1ccc(Cl)cc1Cl	29%	-1%	-6%	28%[57.1 µM]	-8%	126%	u	8%	12%
Cc1ccc(C)c(NC(=O)CSc2nc3ccc(N4C(=O)c5ccccc5C4=O)cc3s2)c1	-21%	u	-1%	-17%	1%	42%[activator]	-4%	-22%	-2%
O=C1C2C3CCC(C3)C2C(=O)N1Cc1ccco1 (stereo unspecified)	-10%	1%	11%	-13%	-12%	43%[activator]	-16%	12%	12%
CC(C)N1CC(O)=C(c2nc3ccccc3[nH]2)C1=N	-9%	0%	x	3%	-1%	36%[activator]	3%[57.4 µM]	-11%	-15%
O=C(COC(=O)c1c2c(nc3ccccc13)/C(=C/c1cccc([N+](=O)[O-])c1)CCC2)NC1CCS(=O)(=O)C1 (stereo unspecified)	u	2%	-7%	10%	-3%	-10%	0%	-3%	-2%
CSc1ccc(/C=C2/C(=N)N3N=C(CC(=O)N4CCCC4)SC3=NC2=O)cc1	-19%	0%	0%	0%	12%	36%	u	17%[11.4 µM]	0%
CCCc1cc(C(=O)Nc2sc(C)c(C)c2C(=O)OCC)no1	-14%	-1%	i	13%[57.1 µM]	-15%	7%	u	u	-4%
CCOC(=O)c1ccccc1NC(=O)CN1C(=O)c2ccccc2S1(=O)=O	-2%	-3%	-10%	29%	2%	8%	-1%	10%	x
COCCn1c(C)cc(C(=O)COC(=O)c2ccc(Br)o2)c1C	-22%	10%	-12%	-5%[57.1 µM]	-5%	5%	4%	13%	-6%
O=C1CC[C@H](N2C(=O)c3ccccc3C2=O)C(=O)N1	3%	-2%	-2%	5%	4%	31%	24%	-5%	-22%
O=C(/C(=C/c1ccccc1)c1ccccc1)N1CCCCC1	-8%	3%	-4%	-6%	6%	11%	-30%	17%	3%
O=C(Nc1cc(-c2ccccc2F)nn1-c1ccccc1)c1ccccc1Br	-7%	2%	2%	33%[57.1 µM]	3%	11%[57 µM]	-22%	26%	-1%
Cc1c(CC(C)C)nc(N)c(C#N)c1-c1ccccc1	-3%	1%	9%	18%	-6%	24%	360%[activator]	1%	3%
CSc1ccccc1NS(=O)(=O)c1ccc2c(c1)OCCO2	-4%	-2%	1%	8%	11%	31%	-23%	3%	-3%
CCOc1ccc(S(=O)(=O)N/N=C(\C)c2ccc3c(c2)OCO3)cc1	-29%	6%	-10%	11%	7%	30%	18%	4%	9%
O=C1C=C(c2ccc(-c3ccccc3)cc2)C[C@@H](c2ccc3c(c2)OCO3)C1	-11%	4%	i	-12%	-8%	33%	u	1%	2%
O=C(Cn1nnc2ccccc21)OCC(=O)c1ccc(Cl)c(Cl)c1	7%	2%	-4%	-1%	-2%	51%[activator]	15%	4%	1%
O=C(CSc1nnc(-c2cccnc2)n1Cc1ccco1)NCc1ccc2c(c1)OCO2	-15%	0%	3%	-19%[57.1 µM]	2%	41%	-10%	19%	8%
COc1ccc2nc(SCC(=O)N3CCNC3=O)[nH]c2c1	2%	-4%	-3%	-3%	-2%	29%	0%	-3%	6%
O=C1/C(=C/c2ccc(Cl)cc2)NC(=S)N1Cc1cccnc1	-7%	0%	i	7%[57.1 µM]	-7%	38%	-13%	-2%	5%

Further records
SMILES	JMJD2A Tudor inh	Pin1 inhibitor	PGK inhibitor	TrxR1 inh	GLS inhibitor	HP1b chromo inh	ALOX12 inh	RGS4 inhibitor	ERG-DNA inh
COc1cc(/C=C2/SC(=S)N(CCC(=O)Nc3ccc(C(=O)O)cc3)C2=O)cc(OC)c1OC	u	7%	-17%	-4%	14%	6%	u	-11%	75%[activator]
Cc1nc(N2CCN(Cc3nc4ccccc4[nH]3)CC2)c2oc3ccccc3c2n1	u	15%	-1%	-20%	11%	15%	21%	-4%	-6%
Nc1nc(NC(=O)/C=C\C(=O)O)nn1-c1ccccc1	-17%[11.4 µM]	-7%	-4%	50%[activator][57.1 µM]	-2%	43%	7%	-1%	14%
CCC(C)C(=O)Nn1c(C2CC2)nc2cc(OC)c(OC)cc2c1=O (stereo unspecified)	-16%	-5%	-12%	16%[57.1 µM]	3%	5%	-6%	12%	1%
